ELG1 repair inh – qHTS screen for small molecules that inhibit ELG1-dependent DNA repair in human embryonic kidney (HEK293T) cells expressing luciferase-tagged ELG1; HEK293T ELG1-luciferase reporter, luminescence, 16 h; DNA damage induced by 5-fluorouridine; Potency, µM (titrated, usually from 46.1 µM), for the others: at the highest dose activity change, negative = inhibition, usual class: inhibitors; actives 2.3% (n = 330,000); AID 504467, 2011; note: potency is the fitted concentration of half-maximal effect; % is set by controls: 0 for no effect and ±100 for the full control effect; nearly all actives have a fitted effect of over 55% in size
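Overnight (16 hr) co-exposure of 2,000 cells/well to 5-fluorouridine and compound at 37 °C preceded detection. Luciferase was quantified via ONE-Glo luminescence; loss of signal denotes inhibition.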
Mito fusion act – qHTS Assay for Small Molecule Inhibitors of Mitochondrial Division or Activators of Mitochondrial Fusion; Potency, µM (doses to about 46.1 µM), for the others: top-dose growth rescue (activation), most hits filed as activators; actives 0.23% (n = 320,000); S. cerevisiae fusion-defective mutant growth rescue, CellTiterGlo 48 h;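 note: potency is the fitted concentration of half-maximal effect; % of control where 0% means no effect; nearly all actives have a fitted effect of over 45% in size; temperature-sensitive fusion mutants such as fzo1-1 at 37 °C on non-fermentable ethanol glycerol medium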
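Read-out: ATP-based luminescence (CellTiterGlo, 10 min ambient) reporting growth of fusion-defective ts yeast after 48 hours at 37C on glycerol/ethanol YPEG medium in the presence of compound.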
Eya2 phos inh – qHTS Assay for Inhibitors of the Phosphatase Activity of Eya2. Potency, µM (series often up to 76.9 µM), for the others: at the top dose activity, negative = inhibition, most hits filed as inhibitors. actives 0.006% (n = 330,000). recombinant Eya2, OMFP fluorescence dephosphorylation (OMFP is methylfluorescein phosphate). AID 488837, 2010; note: potency is the fitted concentration of half-maximal effect; % is set by controls: 0 for no effect and ±100 for the full control effect
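Eya2 (0.2 uM) preincubated 10 min at ambient with compound, then OMFP substrate added at 50 uM; 10 min reaction in 50 mM HEPES pH 7.5, 50 mM NaCl, 5 uM MgCl2, 0.05% BSA, 1 mM DTT. Fluorescence read at Ex 485/Em 525 nm.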
TCR act – Activators of T cell receptors: qHTS campaign; 330,000 tested, under 10 active; Potency, µM (titrated, usually from 9.22 µM), inactives show at the highest dose activation of IL-2 secretion, usual class: activators; primary human leukocytes, anti-CD3, IL-2 HTRF, 48 h; AID 504894, 2011; note: % of control where 0% means no effect
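Compounds are tested in HTS on primary human leukocytes co-incubated with a-CD3 beads for 48 hr. IL-2 output is measured by time-resolved FRET.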
TSHR antag – Antagonists of the Thyroid Stimulating Hormone Receptor: HTS campaign; Thyrotropin receptor (Homo sapiens), P16473; TSHR-expressing cells, TSH-stimulated cAMP HTRF, 2 h; active compounds read low; activity change, negative = inhibition, % at 11.5 µM; actives 0.2% (n = 330,000);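 active = activity change below a set negative limit, meaning inhibition stronger than a set level, cut at about -70% in these data; inconclusive = activity change between two set negative limits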; note: % is set by controls: 0 for no effect and ±100 for the full control effect
Target sequence (P16473 whole entry, looked up): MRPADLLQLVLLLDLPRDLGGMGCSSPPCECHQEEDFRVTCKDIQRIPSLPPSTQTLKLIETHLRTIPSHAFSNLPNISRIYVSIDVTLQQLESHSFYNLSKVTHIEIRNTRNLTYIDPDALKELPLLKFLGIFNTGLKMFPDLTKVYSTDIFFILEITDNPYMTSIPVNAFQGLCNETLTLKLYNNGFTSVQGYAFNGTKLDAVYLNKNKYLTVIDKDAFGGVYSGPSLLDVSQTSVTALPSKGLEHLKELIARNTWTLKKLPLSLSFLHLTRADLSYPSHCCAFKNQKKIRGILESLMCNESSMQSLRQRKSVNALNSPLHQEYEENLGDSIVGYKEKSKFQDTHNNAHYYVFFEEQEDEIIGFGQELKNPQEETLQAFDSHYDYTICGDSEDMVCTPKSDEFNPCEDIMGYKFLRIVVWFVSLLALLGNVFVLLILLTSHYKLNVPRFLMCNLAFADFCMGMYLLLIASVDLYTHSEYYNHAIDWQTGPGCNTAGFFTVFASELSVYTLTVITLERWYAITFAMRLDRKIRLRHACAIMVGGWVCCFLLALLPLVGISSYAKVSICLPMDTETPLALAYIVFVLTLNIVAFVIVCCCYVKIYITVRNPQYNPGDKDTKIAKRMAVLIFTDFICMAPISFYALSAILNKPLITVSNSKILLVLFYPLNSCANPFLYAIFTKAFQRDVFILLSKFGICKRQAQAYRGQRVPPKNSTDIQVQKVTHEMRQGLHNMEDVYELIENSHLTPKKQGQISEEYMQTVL
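Competitive HTRF cAMP read-out (cryptate anti-cAMP antibody, cAMP-d2; 30 min, room temperature) in freshly harvested TSHR cells. Compounds added before TSH at EC80 (4nM final), followed by 2 hours' incubation at 37 deg C.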
PTAP TSG101 blk – qHTS Assay for Iinhibitors of HIV-1 Budding by Blocking the Interaction of PTAP/TSG101 | Tumor susceptibility gene 101 protein (Homo sapiens), Q99816 | Fluorescence polarization, FITC-PTAP peptide / Tsg101 binding | Potency, µM (series often up to 115 µM), for inactives: at the top dose activity change, negative = inhibition, most hits filed as inhibitors | 340,000 tested, under 10 active | AID 493005, 2010; active = well fitted inhibition curve with a large enough effect in the main read-out, with a control signal flat, not every such curve was filed as active; inconclusive = small, poorly fitted or top-dose-only effect, or effect the other way, or a change in a side signal; inactive = no such curve, though single readings can be large or run the other way; note: potency is the fitted concentration of half-maximal effect; % of control where 0% means no effect
Target sequence (Q99816 whole entry, looked up): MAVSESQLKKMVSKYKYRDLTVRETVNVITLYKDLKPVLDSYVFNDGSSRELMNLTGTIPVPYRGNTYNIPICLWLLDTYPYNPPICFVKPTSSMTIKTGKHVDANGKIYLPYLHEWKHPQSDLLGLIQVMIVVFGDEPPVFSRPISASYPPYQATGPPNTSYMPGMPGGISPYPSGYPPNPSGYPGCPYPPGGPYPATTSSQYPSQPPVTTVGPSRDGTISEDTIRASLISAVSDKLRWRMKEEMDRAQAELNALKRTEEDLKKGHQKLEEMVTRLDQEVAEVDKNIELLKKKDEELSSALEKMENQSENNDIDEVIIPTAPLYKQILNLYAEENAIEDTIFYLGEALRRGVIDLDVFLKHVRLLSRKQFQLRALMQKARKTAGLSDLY
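Fluorescence polarization binding of Tsg101 binding domain (10 uM final) to FITC-labeled PTAP peptide (50 nM final) in HEPES pH 7.5 buffer with NaCl, Tween 20, EDTA, TCEP. Compounds added before peptide; binding 20 min at RT.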
Tb PFK block – qHTS Assay to Find Inhibitors of T. brucei phosphofructokinase; ATP-dependent 6-phosphofructokinase (Trypanosoma brucei brucei), O15648; T. brucei PFK, ADP-Glo luminescence; Potency, µM (series often up to 57.5 µM), for the others: at the highest dose activity, negative = inhibition, usual class: inhibitors; actives 0.17% (n = 330,000);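 note: potency is the fitted concentration of half-maximal effect; 0% = uninhibited 1x PFK enzyme wells and -100% = no-enzyme wells; nearly all actives have a fitted effect of over 60% in size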
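Activity is normalized to no-enzyme wells (full inhibition) and 1.25 nM enzyme wells (no inhibition). Reaction: 0.5 mM F6P, 0.1 mM ATP, 45 min RT, ADP-Glo luminescence; concentration-response curves fitted and classed by quality.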
uPA surface inh – qHTS for Inhibitors of Cell Surface uPA Generation; cell surface uPA generation assay, qHTS; actives 0.31% (n = 330,000); Potency, µM (highest dose often 38.3 µM), for the others: at the top dose activity change, negative = inhibition, most hits filed as inhibitors; active = well fitted inhibition curve with a large enough effect; inconclusive = small, poorly fitted or top-dose-only effect; inactive = no such curve, though single readings can be large or run the other way; tested in mouse RAW 264.7 cells; note: potency is the fitted concentration of half-maximal effect; % is set by controls: 0 for no effect and ±100 for the full control effect; nearly all actives have a fitted effect of over 55% in size
B2AR arrestin – qHTS assay of beta-arrestin-biased ligands of beta2-adrenergic receptor; Beta-2 adrenergic receptor (Homo sapiens), P07550; beta-arrestin recruitment to beta2AR, cell-based reporter; Potency, µM (highest dose often 46.1 µM), for inactives: top-dose activation, hits mostly activators; actives 0.02% (n = 330,000);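 note: potency is the fitted concentration of half-maximal effect; 0% = DMSO controls and full agonism = EC100 isoproterenol or metaproterenol; nearly all actives have a fitted effect of over 65% in size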
USP2a block – qHTS Assay for Inhibitors of Ubiquitin-specific Protease USP2a Using CHOP2 as the Reporter; AID 463254, 2010; USP2 core, Ub-CHOP2 coupled fluorogenic reporter, 485/531; actives 0.01% (n = 330,000); Ubiquitin carboxyl-terminal hydrolase 2 (Homo sapiens), O75604; Potency, µM (doses to about 38.3 µM), without a hit: at the top dose activity change, negative = inhibition, usual class: inhibitors;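 note: potency is the fitted concentration of half-maximal effect; plate controls were DMSO wells for no effect and full inhibition by NEM control for full effect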
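Cell-free coupled assay: 10nM USP2 core preincubated 30min RT with compound in Tris-HCl pH 8.0/CaCl2/CHAPS buffer, then 25nM Ub-CHOP2 and 25nM reporter substrate; fluorescence (Ex 485/Em 531) read after 60min RT, normalized to NEM inhibition, concentration-response curves fitted.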
Chronic BCR inh – qHTS Assay to Find Inhibitors of Chronic Active B-Cell Receptor Signaling; actives 0.05% (n = 340,000); Potency, µM (doses to about 46.1 µM), for the others: top-dose ratio change, negative = lower green/red ratio, hits mostly inhibitors; ABC-DLBCL IkBa-CBG/CBR reporter, luminescence ratio, 4 h; AID 493014, 2011; active = well fitted inhibition curve with a large enough effect in the signal ratio, with a control signal flat, not every such curve was filed as active; inconclusive = small, poorly fitted or top-dose-only effect, or effect the other way, or a change in a side signal; the % refers to the signal ratio;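 note: potency is the fitted concentration of half-maximal effect; plate controls were basal doxycycline-induced cells for no effect and cells given 10 µM MG132 for full effect; MG132 reads +100%, hits lower the ratio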
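Compounds up to 46 uM were incubated four hours with TMD8 cells whose green CBG68 luciferase is fused to IkappaBalpha; red CBR luminescence normalised the signal, and concentration-effect curves were fitted to fusion, red and ratio data.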
An asterisk follows results filed as active; u = inconclusive; x = not tested or not shown; [ ] = remark or other dose. Unless noted, calls come from the whole dose curve; as a rule, active = well fitted curve in the direction sought with a large enough effect; inconclusive = small, poorly fitted or top-dose-only effect, or another doubt; inactive = no such curve, though single readings can be large; an effect the other way counts as inactive or inconclusive.

SMILES	ELG1 repair inh	Mito fusion act	Eya2 phos inh	TCR act	TSHR antag	PTAP TSG101 blk	Tb PFK block	uPA surface inh	B2AR arrestin	USP2a block	Chronic BCR inh
COc1cccc(/C=N/Nc2nnc3c(n2)[nH]c2ccccc23)c1OC	u	2%	-13%	-6%	-4	-2%	1%	2%	-0.4%	-7%	12%
COc1ccc2c(c1)OC[C@H]1[C@H]2N2C(=O)c3cc(Cl)ccc3NC(=O)[C@@]2(C)[C@H]1c1ccccc1	21%	-15%	-26%	-7%	-4	-3%	-1%	-16%	11%	-2%	u
COc1ccc(-c2ccc(C)cc2)cc1[C@H]1[C@@H]2C=CCC[C@@]2(C)C(=O)N1Cc1ccccc1	-1%	-44%[inhibitor]	-2%	1%	-3	1%	3%	-28%	-0.2%	3%	0%
CCN(CC(=O)Nc1c(F)cccc1F)C(=O)Cc1csc(-c2ccccc2)n1	4%	-7%	-11%	-4%	0	-2%	-1%	-1%	-0.3%	1%	2%
O=[N+]([O-])c1cc(S(=O)(=O)N2CCCC2)ccc1SCCO	-2%	-3%	0%	-3%	5	0%	0%	4%	0.1%	2%	u
Cc1cc(NC(=O)CCc2ccccc2)c([N+](=O)[O-])cc1C	u	11%	0%	-7%[46.1 µM]	7	-1%	2%	-1%	0.1%	1%	u
CNS(=O)(=O)c1cccc(C(=O)OCC(=O)NC2CCCC(C)C2C)c1 (configuration not stated)	0%	x	5%	-7%	-14	-4%	9%	6%	-0.4%	0%	u
CCC1CCCCN1CCCNC(=O)c1ccc(CS(=O)(=O)c2ccc(Br)cc2)o1 (configuration not stated)	0%	0%	-3%	9%	0	-6%	0%	-6%	0.0%	3%	-2%
O=C(O)c1csc(Br)c1Br	0%	-3%	8%	-5%	5	-2%	4%	-3%	0.4%	3%	-1%
COc1ccc(-c2cc(-c3cc(OC)ccc3O)[nH]n2)cc1	u	5%	-9%	-5%	-13	-6%	-1%	5%	-0.8%	-4%	u
CCOC(=O)C1=C(O)/C(=C/c2cc(OC)c(OC)c(OC)c2)N=C1C	-5%	2%	-10%	-4%	-13	-1%	-3%	-6%	-0.3%	0%	0%
CC(C)(C)C(=O)N1CCN(c2ccc([N+](=O)[O-])c(NCC3CCCO3)c2)CC1 (configuration not stated)	u	0%	-4%	x	-12	4%	-10%[0.46 µM]	-6%	0.2%	2%	-12%
O=c1[nH]cnc2c1nnn2Cc1ccccc1	-1%	-4%	6%	2%	14	-2%	-11%	7%	0.2%	-1%	0%
CNC[C@H]1Oc2ccc(NC(=O)Cc3cn(C)c4ccccc34)cc2CC(=O)N([C@@H](C)CO)C[C@H]1C	14%	x	13%	-10%	3	-2%	4%	1%	0.1%	2%	-2%
Cc1ccc(NC(=O)C2CCN(C(=O)N3CCOc4ccccc43)CC2)cc1	-15%	4%	8%	-3%	0	-1%	-3%	7%	-0.2%	1%	8%
COc1ccc(C(=O)Sc2nncc3ccccc23)cc1	u	-15%	-4%	x	8	0%	-4%	0%	0.0%	0%	u
CN(CC(=O)Nc1cccc(F)c1)C(=O)CCSc1ccc(F)cc1	-22%	14%	7%	-9%	9	-6%	-2%	-29%	-0.2%	0%	-5%
Cc1sc2nc(CSCC(=O)N(CCC#N)c3ccccc3)[nH]c(=O)c2c1C	u	3%	-2%	-2%	0	-6%	-1%	12%	-0.1%	2%	u
Cc1cccc(C(=O)NNC(=O)C2CCCO2)c1 (configuration not stated)	9%	1%	-4%	-1%	9	3%	1%	3%	-0.2%	1%	-6%
CC(Nc1ccc(N2CCOCC2)cc1)C(=O)N1c2ccccc2CC1C (configuration not stated)	0%	0%	11%	-7%	-1	-4%	-8%	13%	-0.1%	-1%	u
O=C(c1ccccn1)N1CCN(c2cccc(C(F)(F)F)c2)CC1	4%	-6%	-28%	-6%	-10	-1%	-1%	-10%	-0.8%	-1%	5%
CCN(c1cccc(C)c1)S(=O)(=O)c1cccc(C(=O)O)c1	14%	0%	-1%	-1%	5	0%	-3%	x	-0.1%	-3%	18%
CCCc1cc(=O)[nH]c(SCC(=O)c2c(N)n(C3CC3)c(=O)[nH]c2=O)n1	17%	1%	-3%	9%	0	-3%	-2%	-23%	-0.2%	0%	0%
CCS/C(N)=N/N=C/c1cc(C)ccc1O	u	-1%	-2%	5%	-15	-8%	-1%	-10%	-0.2%	-1%	u
CCCCCn1c(N2CCN(c3cccc(Cl)c3)CC2)nc2c1c(=O)[nH]c(=O)n2C	23µM*	12%	4%	4%	-12	-2%	6%	-3%	-0.7%	3%	-1%
Nc1ccc2oc(-c3cccc(Br)c3)nc2c1	u	11%	-9%	-1%	6	-5%	0%	-4%	0.1%	2%	1%
CCCCCCCCOc1ccc(C2OC34CCCCC3C(C#N)(C#N)C2(C#N)C(=N)O4)cc1 (configuration not stated)	10%	0%	-1%	4%	-1	u	-5%	7%	4.7%	15%	2%
CC(C)(C)n1nnnc1CN(Cc1ccco1)Cc1cc2cc3c(cc2[nH]c1=O)OCO3	-19%	-3%	-25%	-85%	-7	-5%	-8%	-7%	0.0%	-1%	2%
CCOC(=O)c1c(S(=O)(=O)NCCc2ccccc2)c(C)n(C)c1C	14%	-5%	-4%	-4%	7	-5%	1%	12%	0.1%	0%	6%
CSc1nnc2c(n1)OC(C)=Nc1ccccc1-2	3%	-1%	-2%	x	-10	-12%	1%	x	0.3%	-2%	1%
CC1Cc2cc(S(=O)(=O)N3CCN(c4cccc(Cl)c4)CC3)ccc2N1C(=O)C1CC1 (configuration not stated)	u	12%	-4%	6%	14	6%	-5%	1%	0.1%	-10%	1%
COc1ccccc1NC(=O)C1=C(C)Nc2nc(-c3cccs3)nn2C1c1cccc(O)c1 (configuration not stated)	0%	-1%	10%	-6%	-1	-3%	2%	1%	0.2%	0%	8%
COCc1cc(C)n(CC(=O)Nc2ccc(N3CCOCC3)cc2)c(=O)c1C#N	13%	0%	-11%	4%	16	-2%	-1%	9%	0.3%	0%	13%
O=C(CSc1nnc(CCCN2C(=O)c3cccc4cccc(c34)C2=O)n1-c1ccccc1)N1CCCCC1	u	-11%	-9%	0%[46.1 µM]	-2	-2%	7%	-5%	4.6%	6%	-11%
CC(Oc1ccc(-c2nccc(-c3ccccn3)n2)cc1)C(=O)NN (configuration not stated)	13%	-7%	1%	8%	10	-1%	-1%	5%	-0.1%	3%	u
Cn1c(SCC(=O)Nc2ccc(N3CCOCC3)c(Cl)c2)nnc1C(O)c1ccccc1 (configuration not stated)	21%	-2%	-1%	-3%	3	-7%	-1%	x	-0.1%	4%	1%
CCOC(=O)c1c(O)c2ccccc2n(-c2ccccc2)c1=O	-10%	10%	5%	3%	1	-1%	-11%	4%	-0.7%	1%	8%
O=C(c1ccc2c(c1)C(=O)N(CCCO)C2=O)c1ccc2c(c1)C(=O)N(CCCO)C2=O	-1%	-2%	-29%	-7%	-8	-8%	-1%	0%	-0.2%	2%	-21%
CSc1cccc(CN2CCC(n3nccc3NC(=O)C3CC3)CC2)c1	6%	-4%	2%	0%	30	4%	2%	4%	-0.4%	1%	0%
CCOC(=O)C1=C(C)NC(=S)NC1c1ccco1 (configuration not stated)	-4%	-2%	-1%	-4%	-5	-7%	-5%	-15%	0.2%	-1%	19%
CC1=C(C(=O)OCC(Br)(Br)Br)C(c2ccc(Br)cc2)NC(=O)N1CCCC(=O)O (configuration not stated)	-2%	0%	-9%	x	-14	x	4%	x	-3.9%	2%	-2%
Cc1cccn2c(=O)nc(SCC(=O)Nc3ccc4c(c3)OCO4)nc12	u	-3%	-13%	2%	7	-1%	11%	0%	0.2%	-3%	-8%
O=C1CC(=O)CC(c2ccccc2)C1	12%	-4%	-8%	-5%	0	-6%	2%	4%	-0.3%	-1%	3%
